PMI inhibition: human PMI inhibitors, high substrate, primary screen, biochemical, fluorescence intensity, high mannose 6-phosphate (AID 1220); 0.66% of 190,000 active; recombinant PMI enzyme, coupled fluorescence intensity; higher % means a stronger effect; one-dose inhibition, % at 20 µM; IC50 in µM for titrated hits
Insulin prom up: MIN6 insulin promoter up-regulation; MIN6 insulin promoter-GFP reporter, high-content imaging; stronger effect = higher value; z-score at 5 µM; 0.3% of 190,000 active; AID 1625;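 active means z-score above 3 at 5 µM with at least 500 cells counted in the well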
PMI inhibitors: MPI enzyme activity inhibition – biochemical, fluorescence intensity, coupled assay, primary screen (AID 1209); 0.42% of 190,000 active; purified PMI enzyme, coupled fluorescence intensity; higher % means a stronger effect; inhibition, % at 20 µM; hits with a dose series show IC50 in µM;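 further: plate controls were DMSO vehicle for no effect and wells lacking substrate for full effect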
Autophagy mod: modulators of autophagy | 0.98% of 190,000 active | MEF GFP-LC3 puncta imaging; test concentration mostly 10 µM | calls only at 10 µM (by protocol) | AID 463193;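 active means percentage of spot-positive cells more than 3 SD above its plate mean, without a fluorescence outlier flag or 80% toxicity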;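 further: spot-positive cell cutoff set from DMSO-treated cells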
WT yeast gro inh: growth inhibition of WT yeast, mitochondrial fusion screen | mitochondrial fusion phenotypic screen, WT strain | inhibition, % at 10 µM | 2.1% of 190,000 active | AID 1362; in the data active means inhibition above about 58%; tested in S. cerevisiae
MT stabilize HCS: microtubule stabilizers in HeLa cells; HeLa tubulin immunostaining HCS, 24 h; share of cells brighter than vehicle mean+2SD; % tubulin-high responders, % at 10 µM; 0.83% of 200,000 active; AID 2205;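 active means plate Z-score above 3 for both tubulin-high and condensed-nucleus cell shares, with cell loss under 80%, at 10 µM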;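 further: anti alpha tubulin signal scored within the nucleus-defined area of each cell; some results filed as inactive read as strong as hits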
b-catenin transl: modulators of beta-catenin nuclear translocation; nuclear translocation activity, % at 5 µM; HeLa beta-catenin nuclear translocation, immunofluorescence imaging; 0.3% of 190,000 active; AID 1665;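 active means nuclear translocation activity above 50% at 5 µM, with a well cell count of 50 or more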;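 further: per-cell ratio of nuclear to cytoplasmic median beta-catenin stain intensity; plate controls were DMSO negative control for no effect and GSK-3 inhibitor IX positive control for full effect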
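Read-out: Nuclear/cytoplasmic beta-catenin signal ratio, % activation | Assay system: Human HeLa cell line | Times: 24 h compound exposure at 37°C, 5% CO2 | Signal: Fluorescence imaging of beta-catenin antibody stain plus DAPI | Dosing: 5 µM primary, 0.02–20 µM confirmation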
Dynein cargo inh: dynein cargo transport inhibition. 3617.4 mouse cells, GR-EGFP nuclear translocation imaging; test concentration mostly 20 µM; stimulated with dexamethasone, 1 µM; stronger effect = lower value. z-score, hits read low. 0.47% of 220,000 active. AID 1381;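 active means plate z-score of nuclear minus cytoplasmic receptor signal below a set negative limit, without overly bright fluorescence or cell loss, cut at about -3.5 in these data, passing the limit was not always enough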;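 further: z-score of nuclear minus cytoplasmic ring GR-EGFP intensity difference per well; some compounds called inactive have numbers as strong as hits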
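Buffer or medium: tet-free medium with charcoal-stripped serum / Also added: dexamethasone agonist, 1.0 µM final, for 30 min / Timing: induction 48 h, compound 1 h, agonist 30 min / Measured by: high-content fluorescence imaging after fixation / Read-out: nuclear-to-cytoplasmic GR-EGFP distribution per well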
Yfh1-depleted yeast: mitochondrial function rescue without frataxin homolog – Friedreich's ataxia, plus single-dose screen, dose response (AID 1465) | S. cerevisiae Yfh1-off respiration, WST-1 reduction, 72 h; higher fold induction means a stronger effect | fold induction at 50 µM, or EC50 in µM where a hit was titrated | 0.074% of 220,000 active;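 active means fold induction of absorbance versus untreated yeast above a set limit, then at least 30% activation at any dose in follow-up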;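 further: activators that raise dye reduction in frataxin-depleted yeast; strong numbers were not always called active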
WT yeast gro inh mutant strain: also measured in WT yeast gro inh; calls as there; inhibition, %; mitochondrial fusion phenotypic screen, mutant strain inhibition
Dynein cargo inh cytoplasmic EGFP: further read-out of Dynein cargo inh, marked with its call; z-score; measured here: cytoplasmic GR-EGFP intensity; stronger effect = higher value
Dynein cargo inh nuclear GR-EGFP: also measured in Dynein cargo inh; calls as there; z-score; measured here: nuclear GR-EGFP intensity;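 lower value marks the stronger effect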
Dynein cargo inh cell count: second read-out of Dynein cargo inh, no call of its own (marks repeat the call); z-score; measured here: cell count per field
Insulin prom up cell count: recorded beside Insulin prom up, whose call it bears; cell count; measured here: cytotoxicity, nuclei count;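 total cells summed across four imaged fields per well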
b-catenin transl cell count 5 µM: second read-out of b-catenin transl, no call of its own (marks repeat the call); cell count; measured here: cell count, cytotoxicity flag
MT stabilize HCS Hoechst-high %: further read-out of MT stabilize HCS, marked with its call; % Hoechst-high responders; measured here: nuclear condensation Hoechst responders;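 share of cells brighter than vehicle mean plus two SD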
MT stabilize HCS cytotoxicity %: also measured in MT stabilize HCS; calls as there; toxicity, %; measured here: cytotoxicity by cell density;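 0% = mean cell density of plate MIN control wells and 100% = no cells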
Autophagy mod cell loss 18 h: further read-out of Autophagy mod, marked with its call; toxicity, %; measured here: cell loss, nuclei count;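 cell loss after 18 h compound exposure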
Active calls of the source: *; i = inactive; . = no result given. Unless noted, no stated cut-off is given here; in the data, active means inhibition above about 50%; inactive means the rest. An unsorted share of the library; any-hit rate near 5%.

structure	PMI inhibition	Insulin prom up	Insulin prom up cell count	PMI inhibitors	Autophagy mod	Autophagy mod cell loss 18 h	WT yeast gro inh	WT yeast gro inh mutant strain	MT stabilize HCS	MT stabilize HCS Hoechst-high %	MT stabilize HCS cytotoxicity %	b-catenin transl	b-catenin transl cell count 5 µM	Dynein cargo inh	Dynein cargo inh cytoplasmic EGFP	Dynein cargo inh nuclear GR-EGFP	Dynein cargo inh cell count	Yfh1-depleted yeast
CCOC(=O)c1c(C)[nH]c(C(=O)COC(=O)/C=C/c2ccc(OC(F)F)cc2)c1C	-3%	0.59	1378	1%	i	-16	-3	0	3.5	4.9	1.5	-1.9	506	-0.25	-0.26	-0.28	-0.18	i
COc1cc(C(=O)OCCNC(=O)c2ccncc2)cc(OC)c1OC	-20%	-0.96	1394	-16%	i	1	-16	-16	4.9	2.2	5.1	-0.6	1106	-0.62	-0.18	-0.45	-0.68	i
CCN1C(=O)CC(N2CCC(C(=O)OC)CC2)C1=O (stereo unspecified)	13%	-0.68	1379	10%	i	-11	-8	3	5.3	1.7	3.8	-1.2	1109	0.21	-0.23	-0.056	-0.8	i
O=C(CCc1ccc(S(=O)(=O)NCc2ccccc2)cc1)NCC1CCCO1 (stereo unspecified)	6%	0.12	1296	7%	i	-4	-13	-9	4.3	2.0	6.2	0.2	910	0.017	-0.2	-0.2	0.42	i
CC(C)=C1SC(N2CCCCC2)=NC1=O	0%	.	.	-1%	i	4	4	-29	9.5	1.4	26	-15	1264	2.1	0.015	1.5	-1.4	i
CSc1ccccc1NC(=O)c1cccnc1	6%	0.06	1870	7%	i	38	-3	10	4.0	2.6	7.3	-0.7	1064	-0.79	-0.25	-0.79	1.4	i
O=C(N/N=C/c1cc2c(cc1Cl)OCO2)c1ccccn1	.	.	.	.	i	-1	.	.	0.7	1.2	8.9	.	.	-0.04	0.26	0.2	-0.12	i
COc1ccc(Nc2ncc(C(=O)N3CCN(c4ccc(F)cc4)CC3)c3ccccc23)cc1	12%	-0.27	1654	21%	i	3	54	43	3.6	1.2	7.6	-0.3	1409	-0.51	0.33	-0.028	0.44	i
COC(=O)[C@@H]1C[C@H]2CC[C@H](O)C[C@H]2N1Cc1ccccc1OS(=O)(=O)c1ccc(C)cc1	.	0.87	935	.	.	.	.	.	.	.	.	0.4	1366	2.1	-0.78	0.89	-0.43	i
Cc1ccc(NC(=O)Cn2c(=O)n(CCC(=O)NC3CCN(Cc4ccccc4)CC3)c(=O)c3ccccc32)cc1	-4%	-0.73	1265	-3%	i	3	-7	10	3.4	2.8	5.6	0.5	1083	-0.6	-0.38	-0.42	0.41	i
COc1ccccc1NC(=S)NC(=O)c1ccc(Cn2cc(Br)cn2)cc1	4%	-0.06	1218	4%	i	-11	10	-10	3.7	3.8	4.7	-2.4	560	0.075	-0.27	0.74	0.19	i
Cc1c(C(=O)NCc2ccccc2)oc2ccc(S(=O)(=O)N3CCCC3)cc12	7%	-0.18	951	8%	.	.	-9	-6	3.0	2.0	6.3	0.3	1141	-0.19	-0.25	-0.092	0.39	i
O=C(c1ccccc1)C1CN(Cc2ccccc2)CCC1(O)c1ccccc1 (stereo unspecified)	18%	-1.1	1491	17%	i	0	35	8	2.3	1.0	1.0	-3.2	1077	2.3	-0.15	1.8	-1.6	i
COc1ccc(C(c2oc(CO)cc(=O)c2O)c2oc(CO)cc(=O)c2O)cc1OC	-7%	1.2	1359	1%	i	3	-3	-10	6.2	1.8	7.9	-0.7	1114	-1.2	-0.094	-0.52	0.59	i
CCC(=O)N/C(=N/c1nc(C)cc(C)n1)Nc1ccccc1	.	0.2	1059	.	.	.	.	.	.	.	.	0.9	1368	0.83	-0.24	0.43	-0.3	i
Cc1cc(C)nc(Nc2n[nH]c(-c3ccc(C(C)(C)C)cc3)n2)n1	-15%	.	.	-6%	i	0	4	-7	2.8	2.4	5.3	0.2	1548	-0.26	-0.29	0.32	0.35	i
CC(C)(C)NC(=O)NC(=O)COC(=O)c1cccc(F)c1	10%	-0.2	1197	5%	i	-14	2	-20	6.4	1.6	11	-1.7	593	-0.25	-0.16	0.41	0.14	i
CN(C)C=NC(=O)c1cc(C(=O)c2ccc(C(C)(C)C)cc2)c[nH]1	1%	1.3	1193	-3%	i	-32	1	2	4.4	1.4	4.1	3.1	903	3	-0.16	1.7	-1.6	i
CC(C)N(CC#CCC1(O)c2ccccc2-c2ccccc21)CCO	29%	0.98	2008	42%	i	11	-5	4	3.6	2.1	8.3	0.6	1072	-1	-0.17	-0.086	0.052	i
CC(C)NC(=S)NC(=O)c1ccc(Cl)cc1Cl	-2%	-0.27	1340	3%	i	9	11	-11	4.0	3.0	6.0	-1.3	1118	2.6	0.027	1.1	-1.4	i
Cc1cc(O)ccc1Nc1nc(-c2sc(N)nc2C)cs1	2%	-0.02	1642	15%	i	3	8	17	1.8	1.7	27	-0.4	1090	-0.16	0.6	0.62	-0.054	i
CC(C)C(OC(=O)c1nsc(Cl)c1Cl)C(=O)NC(C)(C)C (stereo unspecified)	7%	0.76	1289	3%	i	22	0	1	1.6	1.8	2.0	1.0	1047	-0.096	-0.31	0.031	0.38	i
Cn1c(=O)c2c(ncn2CC(=O)Nc2nc(-c3ccccc3Cl)cs2)n(C)c1=O	2%	0.87	1371	5%	i	-9	-13	-12	4.0	2.4	11	-0.5	1159	-1.2	-0.22	-0.37	0.38	i
O=c1oc2c(CN3CCOCC3)c(O)ccc2c2c1CCCC2	12%	0.47	1261	4%	i	-2	38	13	2.7	1.7	5.7	-0.9	1023	0.57	0.022	0.96	-0.25	i
COCCNC(=O)c1onc(CSc2ccc(F)cc2)c1C(=O)NCCOC	.	-0.64	1018	.	.	.	.	.	.	.	.	-0.8	1106	-0.6	-0.77	-0.21	0.75	i
Cc1cc(/C=C2\C(=N)N3N=C(CC(=O)N4CCOCC4)SC3=NC2=O)c(C)n1Cc1ccccc1	.	-0.25	1065	.	.	.	.	.	.	.	.	0.3	1278	0.0079	-0.2	0.02	0.76	i
S=c1[nH]nc(C2CCCCC2)n1Cc1ccccc1	12%	0.05	1436	14%	i	6	8	6	2.5	1.6	5.0	-0.3	1027	-0.39	0.095	0.28	0.76	i
N#Cc1ccccc1CN1C(=O)NC(Cc2c[nH]c3ccccc23)C1=O (stereo unspecified)	10%	-1.9	1177	10%	i	37	-1	21	3.2	1.7	3.7	-0.7	1048	2	-0.31	0.67	-0.75	i
COc1cccc(NC(=S)N(CCN(C)C)C(C)c2ccco2)c1 (stereo unspecified)	-1%	-0.68	1388	12%	i	-14	-10	10	1.3	1.6	10.0	0.7	1024	-0.31	-0.26	-0.097	0.81	i
Cc1ccc(/C(O)=C/C(=O)C(=O)NNC(=O)C(O)(c2ccccc2)c2ccccc2)cc1	-25%	.	.	-18%	i	2	-7	1	4.5	2.5	7.0	2.1	989	-0.049	0.028	0.52	-2.2	i
CCc1ccc(/C(C)=N/Nc2cc(Cl)nc(C)n2)cc1	17%	.	.	12%	i	0	27	26	1.7	1.4	5.1	.	.	-0.84	-0.22	-0.79	1.2	i
CCOC(=O)/C(C#N)=C/Nc1ccsc1C(=O)OC	.	-0.52	1428	.	.	.	.	.	.	.	.	0.3	1084	0.45	-0.23	0.2	-0.54	i
O=C(CSC1=Nc2ccccc2C2=NC(CC(=O)NCc3ccco3)C(=O)N12)NCC1CCCO1 (stereo unspecified)	28%	0.12	1439	12%	i	2	-13	-18	4.0	1.3	4.7	-2.7	924	0.067	-0.12	0.4	1.6	i
Cc1cc(-c2nc(C)c(C(=O)NN)s2)no1	.	0.63	1387	.	.	.	.	.	.	.	.	8.7	1047	0.3	-0.1	0.15	0.22	i
COc1ccc(C(=O)c2sc3nc(-c4ccccc4)ccc3c2N)cc1OC	-56%	.	.	-21%	i	-7	-4	-36	1.8	1.8	4.9	4.3	1362	-1.8	6.9	0.92	-0.16	i
O=C1c2cccc(OCC(=O)N3CCCc4ccccc43)c2CCN1Cc1cccnc1	-11%	-0.45	896	-10%	i	9	-18	7	4.6	3.4	7.3	0.2	1026	-0.36	-0.23	0.33	0.65	i
O=C(NCCc1ccccc1)c1ccc(Cl)c([N+](=O)[O-])c1	-9%	0.67	1505	-2%	i	7	6	-16	1.3	1.1	1.0	-0.4	1291	-0.091	-0.037	-0.04	0.36	i
CCCOc1ccc(CCC(=O)N/N=C/c2ccco2)cc1	.	0.47	1387	.	.	.	.	.	.	.	.	-2.4	1036	-0.8	-0.22	-0.39	0.83	i
O=C(C1CCN(C2CCN(Cc3ccc4c(c3)CCO4)CC2)CC1)N1CCCC1	-2%	-0.28	1464	2%	i	-5	-14	4	1.4	2.1	8.7	-0.2	1538	-0.17	-0.21	0.0033	0.59	i
CCOC(=O)c1ccc(-c2c(C(=O)OCC)oc3cc(O)c(CC)cc3c2=O)o1	-6%	0.84	1316	2%	i	0	18	4	2.5	2.5	14	.	.	-0.081	-0.27	0.63	1.5	i
CC1CC(N(C(=O)c2ccccc2Cl)c2ccccc2)c2ccccc2N1 (stereo unspecified)	11%	-0.01	1440	16%	i	17	67*	37*	25	23	33	3.2	1354	-0.027	-0.2	-0.31	-0.15	.

Screening data as filed in PubChem BioAssay.
